Screening data: PubChem BioAssay, National Center for Advancing Translational Sciences (NCATS)
S-ASM inh: inhibitors of human secretory acid sphingomyelinase; P17405; placental ASM, HMU-PC fluorogenic substrate, 60 min; Potency, µM (highest dose often 57.5 µM), for the others: at the highest dose activity change, negative = inhibition, actives largely listed as inhibitors; 340,000 compounds, 0.006% hits; AID 504937; also: potency is read from the fitted curve at half-maximal effect
Target sequence (P17405 47-631 limits assumed): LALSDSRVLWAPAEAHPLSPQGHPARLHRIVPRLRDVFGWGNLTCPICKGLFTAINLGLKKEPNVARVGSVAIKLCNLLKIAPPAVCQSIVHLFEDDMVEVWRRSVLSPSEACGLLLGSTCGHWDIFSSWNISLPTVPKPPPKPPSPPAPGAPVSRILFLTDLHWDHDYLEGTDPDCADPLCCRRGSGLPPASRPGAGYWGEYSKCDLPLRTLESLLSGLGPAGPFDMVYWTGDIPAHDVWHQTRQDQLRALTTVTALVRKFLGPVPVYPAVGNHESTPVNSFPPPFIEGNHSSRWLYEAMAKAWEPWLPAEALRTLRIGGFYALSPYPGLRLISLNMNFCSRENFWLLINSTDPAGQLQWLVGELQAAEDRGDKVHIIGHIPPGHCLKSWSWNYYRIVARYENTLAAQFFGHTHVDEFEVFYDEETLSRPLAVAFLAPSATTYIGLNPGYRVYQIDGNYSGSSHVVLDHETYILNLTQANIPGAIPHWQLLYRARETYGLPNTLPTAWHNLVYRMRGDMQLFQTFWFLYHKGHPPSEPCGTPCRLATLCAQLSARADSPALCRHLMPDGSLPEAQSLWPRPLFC
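HMU-PC0 cleavage (9 uM final) by human placental ASM, 60 min at 37 °C following 10 min compound exposure at RT; stopped at pH 10, fluorescence Ex 386/Em 447 nm.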
FBPA coupling cs: coupling enzyme interference in Giardia aldolase counter-screen. coupling enzyme system counterscreen, AmpLite Red fluorescence. activity change, negative = inhibition, % at 58.2 µM, hits read low. AID 2472. 290,000 compounds, 0.67% hits; in the data active = activity change below about -30%; also: % is scaled to controls: 0 for no effect and ±100 for the full control effect
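Final compound at 57.5 uM, incubated 10 min at RT with coupling enzyme reagent (glyceraldehyde-3-phosphate), then 20 min with substrate and AmpLite Red detection. Fluorescence read at 525/598 nm; tests interference with the coupling assay, not aldolase inhibition.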
Menin MLL FP TR: inhibitors of human menin-MLL interaction, mutant MLL peptide | O00255 | Menin + Texas Red MLL mutant peptide, fluorescence polarization | Potency, µM (titrated, usually from 61.6 µM), inactives show at the top dose FP activity change, negative = inhibition, usual class: inhibitors | 270,000 compounds, 0.23% hits; active = well fitted inhibition curve with a large enough effect in the polarisation, with a control signal flat, not every such curve was filed as active; inconclusive = small, poorly fitted or top-dose-only effect, or effect the other way, or a change in a side signal; inactive = no such curve, though single readings can be large or run the other way; the % refers to the polarisation; also: potency is read from the fitted curve at half-maximal effect; % of control where 0% means no effect; many of its hits are not listed in these tables
Tb PFK block: inhibitors of T. brucei phosphofructokinase; T. brucei PFK, ADP-Glo luminescence; O15648; Potency, µM (titrated, usually from 57.5 µM), for inactives: top-dose activity, negative = inhibition, hits mostly inhibitors; AID 485367; 330,000 compounds, 0.17% hits;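 also: potency is read from the fitted curve at half-maximal effect; 0% = uninhibited 1x PFK enzyme wells and -100% = no-enzyme wells; nearly all actives have a fitted effect of over 60% in size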
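1.25 nM PFK with 0.5 mM F6P and 0.1 mM ATP in 0.1 M TEA pH 8.0, 5 mM MgCl2, incubated 45 min at room temperature; ADP measured by ADP-Glo luminescence; compounds titrated up to 57 uM.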
BCR signal inh: inhibitors of chronic active B-cell receptor signaling | Potency, µM (doses to about 46.1 µM), without a hit: at the highest dose ratio change, negative = lower green/red ratio, usual class: inhibitors | ABC-DLBCL IkBa-CBG/CBR reporter, luminescence ratio, 4 h | 340,000 compounds, 0.05% hits | AID 493014; active = well fitted inhibition curve with a large enough effect in the signal ratio, with a control signal flat, not every such curve was filed as active; inconclusive = small, poorly fitted or top-dose-only effect, or effect the other way, or a change in a side signal; the % refers to the signal ratio;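 also: potency is read from the fitted curve at half-maximal effect; plate controls were basal doxycycline-induced cells for no effect and cells given 10 µM MG132 for full effect; MG132 reads +100%, hits lower the ratio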
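Compounds up to 46 uM were incubated four hours with TMD8 cells whose green CBG68 luciferase is fused to IkappaBalpha; red CBR luminescence normalised the signal, and concentration-effect curves were fitted to fusion, red and ratio data.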
PKM2 act: activators of human pyruvate kinase M2; 260,000 compounds, 0.34% hits; P14618; Potency, µM (series often up to 57.5 µM), for inactives: at the top dose activation, most hits filed as activators; purified PKM2, Kinase-Glo ATP luminescence, activation; response scale: 0% is enzyme alone, no compound; also: potency is read from the fitted curve at half-maximal effect; % is scaled to controls: 0 for no effect and ±100 for the full control effect; nearly all actives have a fitted effect of over 55% in size
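Kinase-Glo luminescence reports ATP generated from ADP (0.1 mM) and PEP (0.5 mM) by purified hPK-M2 after 1 h at room temperature, pH 7.2 imidazole buffer; intermediate enzyme activity allows detecting inhibitors and activators.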
Giardia killer: Giardia lamblia killing | activity change, % at 7.66 µM, hits read low | Giardia lamblia trophozoite viability | AID 540267 | 340,000 compounds, 0.15% hits; in the data active = activity change below about -80%; inconclusive = between about -30% and that limit;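 also: parasites exposed to compound for two days anaerobically before the ATP read; % is scaled to controls: 0 for no effect and ±100 for the full control effect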
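Each well holds 100 Giardia trophozoites and compound. After two days (48 hrs) at 37 deg C in anaerobic conditions, ATP is quantified by luminescence.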
GALK inh: blocks human galactokinase activity. P51570. Purified GALK, Kinase-Glo residual ATP luminescence. Potency, µM (top dose mostly 57.5 µM), for the others: at the highest dose activity change, negative = inhibition, hits mostly inhibitors. 270,000 compounds, 0.007% hits. AID 1868; also: potency is read from the fitted curve at half-maximal effect; % is scaled to controls: 0 for no effect and ±100 for the full control effect
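Galactose (100 uM) and ATP (35 uM) were turned over by 5 nM GALK for 1 h at RT. Kinase-Glo Plus then converted the remaining ATP into a luminescent signal.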
B2AR arrestin: beta2AR (human) beta-arrestin recruitment activity; P07550; beta-arrestin recruitment to beta2AR, cell-based reporter; Potency, µM (titrated, usually from 46.1 µM), for inactives: at the top dose activation, actives largely listed as activators; 330,000 compounds, 0.02% hits;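 also: potency is read from the fitted curve at half-maximal effect; 0% = DMSO controls and full agonism = EC100 isoproterenol or metaproterenol; nearly all actives have a fitted effect of over 65% in size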
Target sequence (P07550 whole entry, looked up): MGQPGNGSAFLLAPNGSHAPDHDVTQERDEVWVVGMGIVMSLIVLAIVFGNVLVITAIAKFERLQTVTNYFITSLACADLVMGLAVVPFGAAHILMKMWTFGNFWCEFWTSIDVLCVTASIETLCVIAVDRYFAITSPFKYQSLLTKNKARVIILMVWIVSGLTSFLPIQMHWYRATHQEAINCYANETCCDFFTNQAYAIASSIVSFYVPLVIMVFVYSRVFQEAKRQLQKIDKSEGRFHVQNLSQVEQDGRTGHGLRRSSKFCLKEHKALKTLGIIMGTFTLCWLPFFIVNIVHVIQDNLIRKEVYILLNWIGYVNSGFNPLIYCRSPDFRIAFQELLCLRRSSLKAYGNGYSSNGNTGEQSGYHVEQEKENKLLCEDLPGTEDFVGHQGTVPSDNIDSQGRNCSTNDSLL
a7 integrin act: activators of alpha7 integrin expression for muscular dystrophy | alpha7betagal myoblasts, beta-gal FDG fluorescence, 48 h | Potency, µM (titrated, usually from 38.3 µM), for inactives: at the top dose activation, most hits filed as activators | 350,000 compounds, 0.064% hits | AID 624291;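 also: potency is read from the fitted curve at half-maximal effect; 100% = response of the positive control SU9516; nearly all actives have a fitted effect of over 60% in size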
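alpha7betagal+/- myoblasts (passage 13, 250/well) treated 48 h at 37C with compounds at 1:260 dilution of DMSO stock. Lysed, then beta-galactosidase activity read as FDG fluorescence (ex 480/em 540) after 30 min, with pre-read for autofluorescence.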
TSG101-PTAP inh: blocks PTAP/TSG101 interaction to inhibit HIV-1 budding; Q99816; Fluorescence polarization, FITC-PTAP peptide / Tsg101 binding; Potency, µM (top dose mostly 115 µM), for inactives: top-dose activity change, negative = inhibition, hits mostly inhibitors; 340,000 tested, under 10 active; AID 493005; active = well fitted inhibition curve with a large enough effect in the main read-out, with a control signal flat, not every such curve was filed as active; inconclusive = small, poorly fitted or top-dose-only effect, or effect the other way, or a change in a side signal; inactive = no such curve, though single readings can be large or run the other way; also: potency is read from the fitted curve at half-maximal effect; % of control where 0% means no effect
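Fluorescence polarization binding of Tsg101 binding domain (10 uM final) to FITC-labeled PTAP peptide (50 nM final) in HEPES pH 7.5 buffer with NaCl, Tween 20, EDTA, TCEP. Compounds added before peptide; binding 20 min at RT.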
The depositor's hits bear a star; i = inactive; ? = inconclusive; . = no result given; [ ] = remark or other dose. Unless noted, calls follow the shape of the dose curve; as a rule, active = well fitted curve in the direction sought with a large enough effect; inconclusive = small, poorly fitted or top-dose-only effect, or another doubt; inactive = no such curve, though single readings can be large; an effect the other way counts as inactive or inconclusive. The list is partial (hit frequency here may not be typical).

SMILES	S-ASM inh	FBPA coupling cs	Menin MLL FP TR	Tb PFK block	BCR signal inh	PKM2 act	Giardia killer	GALK inh	B2AR arrestin	a7 integrin act	TSG101-PTAP inh
C#CCOCCOCCOCCNc1nc(N2CCN(C(=O)C([C@@H](C)CC)n3cc(C(N)CO)nn3)CC2)nc(N2CCN(C(=O)[C@H](CCC(=O)O)n3cc(C(N)Cc4ccc(O)cc4)nn3)CC2)n1 (stereo partly drawn)	.	4	.	0%	7%	-1%	.	3%	-0.5%	.	.
COc1ccccc1NC(=O)Cn1cnc2sc(C(=O)Nc3cc(OC)c(OC)c(OC)c3)c(C)c2c1=O	-12%	.	.	-2%	1%	.	37[activator]	-4%	-1.0%	30%	-2%
C=CCn1c(Cc2csc(N)n2)nnc1SCC(=O)Nc1ccc(C(=O)OCC)cc1	4%	3	19%	-15%	2%	2%	10	-1%	-0.1%	-18%	-6%
COc1ccc(CC(=O)Nc2ccccc2N2CCCC2)cc1OC	-1%	.	.	3%	-2%	-2%	2	-4%	2.9%	26%	-2%
Cc1ccc(-n2nnnc2SCC(=O)Nc2c(C)n(C)n(-c3ccccc3)c2=O)cc1	-1%	5	5%	2%	-1%	-1%	-4	7%	-0.3%	-15%	-3%
CCCn1nnc(NC(=S)NC(=O)c2ccccc2OC)n1	-3%	.	.	10%	-21%	.	1	.	-0.2%	?	0%
Cc1ccc2c(c1)C(=O)C(=O)N2Cc1ccccc1	1%	.	.	2%	0%	.	2	.	0.3%	0%	0%
CCC(NC(=O)c1ccncc1)c1ccccc1 (stereo not drawn)	1%	-2	-1%	0%	-1%	0%	10	-2%	6.7%	-5%	-1%
Cc1ccc(N(CC2CO2)S(=O)(=O)c2ccc(C)cc2)cc1 (stereo not drawn)	-2%	9	?	6%	?	6%	-11	12%	-0.4%	-49%[inhibitor]	-2%
O=C(C(Cl)Cl)N1c2ccccc2OCC1c1ccccc1 (stereo not drawn)	-4%	-16	12%	2%	-1%	1%	-3	0%	-0.9%	-53%[inhibitor]	-8%
CCCCCCC(=O)NNC(=O)c1c(O)c2ccccc2n(CCC)c1=O	-1%	6	16%	-13%	0%	-9%	8	6%	0.1%	?	1%
Cc1ccc(NC(=O)c2cccc(NC(=O)CCC(=O)O)c2)cc1C	1%	-6	7%	0%	-15%	0%	0	-1%	0.4%	-1%	-1%
COc1ccc(CCNc2oc(-c3ccc(OC)c(OC)c3)nc2P(=O)(OC)OC)cc1OC	-2%	-2	0%	2%	?	-14%	-18	2%	-0.1%	-10%	0%
CN(Cc1cnn(C)c1)C(=O)CC1C(=O)NCCN1Cc1cccc(Oc2ccccc2)c1 (stereo not drawn)	8%	4	.	-2%	-2%	-7%	-11	5%	-0.4%	22%	-9%
O=C(C1CCC1)N1CCc2cc(S(=O)(=O)N3CCCCC3)ccc21	3%	0	-9%	-2%	-5%	0%	14	0%	0.0%	2%	-4%
O=C(CC1C(=O)NCCN1Cc1cccc(C(F)(F)F)c1)NC1CCOCC1 (stereo not drawn)	6%	.	.	1%	-1%	2%	11	-8%	-0.6%	-13%	.
CN(Cc1ccccc1)C(=O)CN1CCN(C(c2ccccc2)c2ccccc2)CC1	5%	-2	?	-3%	4%	4%	1	-1%	0.0%	3%	-2%
O=C(N/N=C/c1ccc(N2CCOCC2)s1)c1ccccc1Br	5%	-3	-3%	0%	?	0%	17	8%	0.3%	-1%	-3%
COc1ccc2[nH]c(=O)c(CN(Cc3ccccc3)Cc3nnnn3CC3CCCO3)cc2c1 (stereo not drawn)	39%[activator]	-3	-20%	1%	5%	3%	40[activator]	4%	-0.2%	-21%	-3%
Cn1cnnc1SC1c2cccc3cccc(c23)C1NS(=O)(=O)c1ccccc1 (stereo not drawn)	0%	14	-13%	0%	-1%	0%	0	1%	-0.7%	-1%	-4%
CCn1nnc2cc(C(=O)Nc3cc(Cl)ccc3C)ccc21	0%	.	.	-11%	-2%	.	1	.	0.5%	10%	-3%
Cc1ccc(NC(=O)CSCC(=O)OCc2cc(=O)oc3cc(O)ccc23)c(C)c1	i	.	.	2%	?	.	23	.	0.0%	-2%	-5%
COC(=O)c1ccc(CSc2nnc(-c3ccncc3)o2)cc1	6%	5	17%	6%	?	.	-1	1%	-0.5%	-1%	-2%
COc1cccc(/C=N/NC(=O)c2cc(-c3ccccn3)nc3ccccc23)c1O	-7%	.	.	0%	?	.	-15	.	0.2%	-22%	0%
CC(C)Sc1cc(N2CCCC2)nc(-c2ccc(F)cc2)n1	-10%	0	35%[activator]	1%	?	-3%	21	-1%	-0.2%	0%	-2%

Structural class: those above containing fluorine (two)
SMILES	S-ASM inh	FBPA coupling cs	Menin MLL FP TR	Tb PFK block	BCR signal inh	PKM2 act	Giardia killer	GALK inh	B2AR arrestin	a7 integrin act	TSG101-PTAP inh
O=C(CC1C(=O)NCCN1Cc1cccc(C(F)(F)F)c1)NC1CCOCC1 (stereo not drawn)	6%	.	.	1%	-1%	2%	11	-8%	-0.6%	-13%	.
CC(C)Sc1cc(N2CCCC2)nc(-c2ccc(F)cc2)n1	-10%	0	35%[activator]	1%	?	-3%	21	-1%	-0.2%	0%	-2%

Later entries
SMILES	S-ASM inh	FBPA coupling cs	Menin MLL FP TR	Tb PFK block	BCR signal inh	PKM2 act	Giardia killer	GALK inh	B2AR arrestin	a7 integrin act	TSG101-PTAP inh
CCc1c(C)sc(NC(=O)C2CC2c2ccccc2)c1C(N)=O (stereo not drawn)	1%	1	19%	-4%	6%	-1%	0	-5%	-0.2%	-22%	-5%
COc1cc(OC)cc(C(=O)NCCC(c2ccccc2)c2ccccc2)c1	-7%	0	?	13%	-13%	.	18	-2%	4.4%	0%	-7%
O=S(=O)(Nc1cccc(-c2ccc(N3CCCCCC3)nn2)c1)c1cccc(F)c1	-4%	0	-2%	3%	10%	2%	14	-4%	0.5%	-38%	?
COc1cc([N+](=O)[O-])cc(CN2CCCCC2)c1O	-5%	4	18%	8%	0%	1%	11	1%	0.3%	10%	0%
COCCN(C(=O)c1csnn1)C(C(=O)NC1CCCC1)c1ccccc1F (stereo not drawn)	1%	0	34%[activator]	0%	6%	3%	-7	-1%	4.6%	-18%	-5%
Cn1ncc(Cl)c1C(=O)N1CCN(S(=O)(=O)c2ccc(Cl)s2)CC1	2%	2	-7%	0%	0%	-7%	9	1%	-0.3%	0%	-2%
CCOc1ccc(C(C)=O)cc1CC(C(N)=O)C(N)=O	1%	-2	1%	-2%	13%	1%	-4	0%	0.6%	5%	2%
CC(=O)CSc1nnc(-c2ccc(S(=O)(=O)N3CCOCC3)cc2)n1C	3%	3	-1%	2%	-4%	.	-11	-3%	0.2%	-24%	-1%
CN1CCN(C(=O)C2CCCN(S(=O)(=O)c3ccc(Cl)cc3)C2)CC1 (stereo not drawn)	1%	.	.	6%	-1%	1%	14	-8%	-0.9%	15%	-4%
COc1cc2c(cc1OC)CN(C(=O)c1cc3ccccc3oc1=O)CC2	-1%	1	-15%	5%	2%	-1%	5	-2%	0.3%	-26%	0%
Cc1nc2ccccc2c(=O)n1CCc1ccc(O)cc1	2%	0	11%	0%	0%	.	-27	.	-0.2%	17%	-3%
COCc1cc(C)nc(Nc2ccccc2OC)c1C#N	12%	1	-8%	-2%	1%	-5%	0	0%	0.1%	?	-8%
Cc1cc2oc(=O)cc(CN3CCCc4ccccc43)c2cc1C	-2%	0	-2%	2%	?	9%	26	1%	-0.8%	15%	-4%
CN(C(=O)COC(=O)c1ccccc1NCCO)C1CCS(=O)(=O)C1 (stereo not drawn)	.	.	.	-3%	-15%	.	13	.	0.0%	-6%	-2%

Laid out differently: results already given.
COCc1cc(C)nc(Nc2ccccc2OC)c1C#N
- S-ASM inh: 12%
- FBPA coupling cs: 1
- Menin MLL FP TR: -8%
- Tb PFK block: -2%
- BCR signal inh: 1%
- PKM2 act: -5%
- Giardia killer: 0
- GALK inh: 0%
- B2AR arrestin: 0.1%
- a7 integrin act: ?
- TSG101-PTAP inh: -8%
CN1CCN(C(=O)C2CCCN(S(=O)(=O)c3ccc(Cl)cc3)C2)CC1 (stereo not drawn)
- S-ASM inh: 1%
- FBPA coupling cs: .
- Menin MLL FP TR: .
- Tb PFK block: 6%
- BCR signal inh: -1%
- PKM2 act: 1%
- Giardia killer: 14
- GALK inh: -8%
- B2AR arrestin: -0.9%
- a7 integrin act: 15%
- TSG101-PTAP inh: -4%
